# RORA act: RORA (human) activation. 65,000 tested, 1.5% active. P35398. activation, % at 10 µM. CHO-K1 Gal4-RORA LBD luciferase reporter, luminescence; percent increase over mock-subtracted basal signal. AID 560;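 active = activation above the mean of all tested compounds plus 3 SD, cut at about 49% in these data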;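 note: 0% = DMSO-treated RORA cells and 100% = added signal equal to DMSO minus mock-transfected cells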
# Target sequence (P35398 whole entry, looked up, the tested form may be a part): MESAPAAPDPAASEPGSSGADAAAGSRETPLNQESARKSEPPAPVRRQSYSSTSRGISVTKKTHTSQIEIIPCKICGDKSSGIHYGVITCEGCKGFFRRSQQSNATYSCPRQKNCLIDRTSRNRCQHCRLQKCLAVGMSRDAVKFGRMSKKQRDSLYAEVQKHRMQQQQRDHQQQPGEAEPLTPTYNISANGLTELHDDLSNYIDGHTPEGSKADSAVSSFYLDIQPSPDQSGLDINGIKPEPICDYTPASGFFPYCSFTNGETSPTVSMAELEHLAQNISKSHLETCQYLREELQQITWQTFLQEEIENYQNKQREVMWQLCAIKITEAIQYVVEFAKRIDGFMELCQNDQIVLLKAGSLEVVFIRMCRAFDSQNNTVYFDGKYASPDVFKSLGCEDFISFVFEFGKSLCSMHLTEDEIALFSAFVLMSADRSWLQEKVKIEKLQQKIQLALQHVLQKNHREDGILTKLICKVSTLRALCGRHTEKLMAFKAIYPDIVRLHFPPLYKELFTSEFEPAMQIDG
# MMP13 inh: blocks human MMP13 activity; P45452; MMP-13 fTHP FRET cleavage, Mca fluorescence; inhibition, % at 4 µM; 65,000 tested, 0.07% active; AID 570;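 active = inhibition above the mean of compound-free control plate wells plus 3 SD, cut at about 14% in these data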;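 note: 0% = DMSO wells and 100% = wells with reference MMP-13 inhibitor after basal subtraction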
# 5HT1a ag: 5-HT1a (human) receptor agonism. 65,000 tested, 0.56% active. AID 567. activation, % at 10 µM. CHO 5-HT1a Ga15 NFAT-bla reporter, FRET ratio; 0% basal, 100% maximal reference agonist. P08908;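 active = activation above the screen-wide mean activation plus 3 SD, cut at about 19% in these data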;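 note: 0% = DMSO wells and 100% = 5-CT at EC100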
# Target sequence (P08908 whole entry, looked up): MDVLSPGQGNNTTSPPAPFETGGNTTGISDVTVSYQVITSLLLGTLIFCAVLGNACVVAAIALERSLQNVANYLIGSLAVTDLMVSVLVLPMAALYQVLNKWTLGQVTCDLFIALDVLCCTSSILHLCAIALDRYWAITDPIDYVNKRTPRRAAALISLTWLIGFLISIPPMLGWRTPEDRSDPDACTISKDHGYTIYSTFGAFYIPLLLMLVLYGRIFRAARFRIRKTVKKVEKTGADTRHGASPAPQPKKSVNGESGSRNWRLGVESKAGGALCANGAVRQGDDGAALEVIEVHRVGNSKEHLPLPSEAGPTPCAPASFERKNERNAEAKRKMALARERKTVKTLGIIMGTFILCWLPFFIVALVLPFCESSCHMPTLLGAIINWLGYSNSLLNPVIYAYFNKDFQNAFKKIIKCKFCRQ
# SF-1 act: activates the human nuclear receptor SF-1; Q13285; CHO-K1 Gal4-SF-1 LBD luciferase reporter; % increase over DMSO SF-1-specific signal; activation, % at 10 µM; 65,000 tested, 1.9% active; AID 522;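 active = activation above the mean activation of all tested compounds plus 3 SD, cut at about 50% in these data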
#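 Material: Gal4–SF-1 LBD one-hybrid luciferase reporter in CHO-K1 cells | Amount: 4,000 cells per well | Compound dosing: 10 µM single point, 1% DMSO | Schedule: 20 h compound treatment, 37 °C | Measured by: SteadyLite luciferase luminescence | Evaluation: Percent activation versus DMSO | Control set: DMSO-treated SF-1-transfected cells as negative, DMSO-treated mock-transfected cells lacking SF-1 as background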
# NADH coupling: blocks coupling enzymes of NAD/NADH assays; 65,000 tested, 0.02% active; AID 774; IC50, µM (series often up to 10 µM), without a hit: at the top dose inhibition; coupled PK/LDH NADH assays, four targets;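 active = single-dose screening hits from any of four coupled enzyme assays that gave an IC50 when retested across doses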;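 note: the DPM-DC format reads NADH fluorescence rather than 340 nm absorbance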
# 5-HT1A blocker: 5-HT1a (human) receptor antagonism. CHO 5-HT1a Ga15 NFAT-bla reporter, antagonist mode. P08908. inhibition, % at 10 µM. 62,000 tested, 0.68% active;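 active = inhibition above the mean of all tested compounds plus 3 SD, cut at about 43% in these data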;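 note: receptor stimulated by 5-CT agonist at 100 nM near EC80; beta-lactamase reporter measured by ratiometric fluorescence of a cleavable substrate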
# Autofluor 339: intrinsic fluorescence of library compounds, ex339/em460 – biochemical, MLSMR library, data from DPM-DC assay, artefact control, profiling panel; compound autofluorescence, ex339/em460 nm, NADH buffer; active compounds read high; 1 = no-compound wells, NADH background; fluorescence fold increase at 10 µM; 65,000 tested, 5.5% active;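 active = at 10 µM, mean starting fluorescence two-fold or more over control wells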;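 note: signal is the first read of a kinetic run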
# TNAP act DEA: activators of human TNAP at intermediate phosphate acceptor. P05186. purified TNAP, CDP-star luminescence, 100 mM DEA, 30 min; active compounds read high; scale: 0 levamisole-inhibited, 1 vehicle-only enzyme. activation factor at 20 µM. 64,000 tested, under 10 active. AID 813;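 active = activation factor of at least 2 at 20 µM, relative to controls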
# A340 absorber: compound absorbs light at 340 nm. fold change at 10 µM. compound absorbance at 340 nm, fold over control. 65,000 tested, under 10 active. AID 708;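 active = at 10 µM dose, initial 340 nm absorbance at least 2 fold that of control wells; inactive = change under 2 fold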;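 note: initial absorbance extrapolated from kinetic A340 decline of NADH oxidation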
# The depositor's hits bear a star; · = no result given; [ ] = remark or other dose.
Structure	TNAP act DEA	5HT1a ag	5-HT1A blocker	RORA act	MMP13 inh	NADH coupling	Autofluor 339	SF-1 act	A340 absorber
CC(c1ccccc1)n1cc(C(=O)NCc2ccccn2)nn1 (configuration not stated)	0.9	-0.4	-2	-25	0	6%	1	12	1
COc1cccc(OCCNC(=O)c2cccc(OC)c2)c1	1	-1.3	8	1	3	2%	1.1	10	1
Cc1cc(NC(=O)CCC(=O)N(CC(=O)NC2CCCC2)Cc2ccccc2Cl)no1	0.9	-2.6	3	-14	8	3%	1.1	-6	1
CCOC(=O)N1CCC(NC(=O)c2ccc3snnc3c2)CC1	1	-3.0	2	-2	2	4%	1.1	-5	1.1
COc1ccccc1C(=O)N1CCN(c2nc3cc(C)c(C)cc3cc2C#N)CC1	0.9	-0.7	12	-3	-33	10%	2.8*	19	1
COc1ccccc1NC(=O)Cn1cnc2c1c(=O)n(C)c(=O)n2C	0.9	-1.9	-3	24	-6	2%	1.1	5	1
CCOCCCn1c(=N)c(C(=O)NCc2ccc3c(c2)OCO3)cc2c(=O)n3cccc(C)c3nc21	0.8	1.5	5	-9	-48	17%	2.7*	-2	1.1
COC(=O)c1ccc(C2/C(=C(/O)c3ccc(OC(C)C)cc3)C(=O)C(=O)N2c2cc(C)on2)cc1 (configuration not stated)	0.9	2.2	-16	-16	1	6%	1.1	20	1.2
O=C1CCC(=O)N1c1nc2n(n1)C(c1ccccc1)C=C(c1ccc(Br)cc1)N2 (configuration not stated)	1	-2.4	·	-25	-38	6%	1.4	-5	1
CC(C)NS(=O)(=O)c1ccc(OCC(N)=O)c(Cl)c1	0.9	1.7	-1	-6	-4	7%	1.1	-5	1
O=C(N1CCN(c2ccccc2)CC1)C(F)(F)C(F)(F)F	1	-1.5	5	-6	-1	1%	1.1	-6	1.1
COc1ccc(-n2c(SCC(N)=O)nnc2-c2ccccc2F)cc1	0.9	2.0	-11	-5	1	3%	1.1	11	1
CCSc1nnc(NC(=O)c2c(-c3ccccc3Cl)noc2C)s1	1	0.3	-4	-22	1	8%	1.1	4	1.1
CCOC(=O)CCP(=O)(O)C(O)c1ccc(OC)cc1 (configuration not stated)	1	0.1	10	18	-5	6%	1.1	1	1
Cc1nn2c(N)csc2nc1=O	0.9	-5.0	0	13	-2	8%	1.2	-3	1
COC(=O)CCC(=O)Nc1cccc(Cl)c1	0.9	-3.7	6	-16	2	4%	1	11	1
CC1(C)SCC(C(=O)O)N1C=O (configuration not stated)	0.9	·	·	·	·	7%	0.93	·	1
CCN1C(=O)N(C)C2(c3ccccc3)N(C)C(=O)N(C)C12c1ccccc1 (configuration not stated)	1	-0.1	3	-5	-1	8%	1.1	1	1
CCOC(=O)c1[nH]c2cc3c(cc2c1NC(=O)CN1CCC(C)CC1)OCO3	0.8	2.4	·	3	-123[fluorescence artefact?]	5%[fluoresces]	2.3*	4	1.1
CC1CCCC(C)N1C(=O)Cn1c(SCC(=O)NCc2ccc3c(c2)OCO3)nc2ccccc21 (configuration not stated)	1	2.1	1	-24	1	3%	1.1	-2	1
O=C(CN(Cc1ccc2c(c1)OCO2)C(=O)CNS(=O)(=O)c1ccccc1)NCc1ccco1	0.8	-2.2	7	6	3	1%	1.1	2	0.98
CC(=O)Nc1ccc(S(=O)(=O)c2c(N)n(CCN3CCOCC3)c3nc4ccccc4nc23)cc1	1	0.4	-12	-2	-126[fluorescence artefact?]	4%[fluoresces]	2.3*	7	1.1
O=C(CCNS(=O)(=O)c1ccc(Br)s1)N1CCN(c2ccccc2)CC1	0.9	-1.4	-10	7	-2	5%	1.1	7	1
CCN(CC)c1ccc(NC(=O)CN2C(=O)CSc3ncccc32)c(C)c1	1	-0.5	-3	-8	-12	6%	1.1	-15	1.1
Clc1ccc(Cc2noc(Cc3ccccc3)n2)cc1Cl	0.9	-1.1	-3	3	8	3%	1.1	10	1
CCOC(=O)C1CCCN(C(=O)c2cc(Nc3ccc(OC)c(OC)c3)nc3ccccc23)C1 (configuration not stated)	1	-2.7	19	28	2	5%	1.1	26	1.1
Cc1ccc(C(=O)NCCn2cc(SCC(=O)Nc3cc(C)on3)c3ccccc32)cc1	0.9	-2.2	10	0	0	2%	1.1	-33	1
Cc1cc(=O)oc(C)c1C(=O)N1CCN(C)CC1	1	-0.5	·	3	2	2%	1.1	-4	1
O=C(c1ccc2nccnc2c1)N1CCN(Cc2ccc3c(c2)OCO3)CC1	0.9	-0.8	-1	10	0	9%	0.99	2	1
COc1ccc(NC(=O)CSc2[nH]c(=O)cc(C)c2C#N)cc1OC	0.9	-2.6	8	-6	0	5%	1.1	6	1
CC(=O)c1cc(-c2ccccc2)n(CC(=O)N2CCN(C3CCCC3)CC2)c1C	0.9	-1.1	12	6	-2	4%	0.99	21	0.99
Cc1ccc(Cn2c(=O)c3ccccc3n3c(SCC(=O)N4CCCCC4C)nnc23)cc1 (configuration not stated)	0.9	1.7	3	-2	-1	7%	1.2	4	1
CCCn1c(SCc2ccc(Cl)cc2)nc2c1c(=O)[nH]c(=O)n2C	0.9	0.1	-7	-11	-1	11%	0.75	9	0.99
CC1(C)NC(=O)N(CC(O)COc2ccccc2C(=O)N2CCCCC2)C1=O (configuration not stated)	1	-0.6	0	-9	-9	0%	1.1	-15	1
Cc1cc2ccccc2cc1CN1CCOCC1	0.9	-0.3	-9	6	-10	4%	1	-3	1
COc1ccccc1Nc1nnc(SCC(=O)N2CCCC2=O)s1	0.9	0.3	0	2	0	6%	1	2	1
C=CCNC(=O)C1CC(=O)N(c2ccc(OCC(=O)Nc3ccccc3)cc2)C1 (configuration not stated)	0.9	1.5	-2	1	7	7%	1	10	1
C=CCn1c(N)c(C(=O)NCC2CCCO2)c2nc3ccccc3nc21 (configuration not stated)	1	10	15	21	-170[fluorescence artefact?]	8%[fluoresces]	3.8*	-10	1
Cn1c(C(=O)NCCN2CCc3ccccc3C2)cc2c(=O)n(C)c3ccccc3c21	0.9	0.2	0	6	-13	5%	1.4	16	1
Cc1cc(C)c(S(=O)(=O)NCCC2CCCN2C)c(C)c1 (configuration not stated)	0.9	-0.4	-6	7	0	2%	0.99	8	0.99
O=C(Nc1cnc2ccccn2c1=O)c1ccc(F)cc1	0.9	-0.3	-12	46	-3	11%	1.3	60*	1.2
CCOC(=O)N1CCN(C(=O)CSCC(=O)Nc2nc(-c3ccc4c(c3)OCO4)cs2)CC1	0.9	-1.0	-56	39	0	9%	1.1	40	1
CCN(CC)CCCN(C(C)=O)c1nc(-c2cc(OC)ccc2OC)cs1	0.9	-1.6	-3	12	2	5%	1.1	-8	1
Nn1cnnc1SCC(=O)Nc1ccc2c(c1)OCCO2	0.8	0.2	1	28	2	3%	1	9	0.99
CCc1nc2ccc(C(=O)NCc3ccco3)cc2nc1CC	0.9	0.1	23	6	-1	4%	1	4	1.1
Cc1cccc(-n2ncc3c(NCc4cccnc4)ncnc32)c1	0.8	-0.4	10	73*	-19	1%	1.1	56*	1
Cc1cc(NC(=O)Nc2cc(C)nn2-c2ccccc2)n(-c2ccccc2)n1	1	-2.2	17	1	1	1%	1.2	-2	1
CC1CCc2sc3nc(N4CCN(CCO)CC4)n4ncnc4c3c2C1 (configuration not stated)	0.9	2.2	-10	12	9	1%	1.1	25	1.1
CCC(=O)Nc1nonc1-c1nc2ccccc2n1Cc1ccccc1	0.8	-0.4	35	4	-38	8%	1.4	16	1.1
CCOC(=O)Nc1c(O)ccc2oc(C)c(-c3ccccc3)c12	0.9	-0.4	16	8	3	2%	1	0	1
CCCC(=O)Nc1ccc2oc(-c3ccc(OC)c(Br)c3)nc2c1	0.9	0.6	-10	80*	-236[fluorescence artefact?]	9%[fluoresces]	3.7*	62*	1
Clc1ccc(CSc2nnc(-c3ccccn3)n2Cc2ccco2)c(Cl)c1	0.9	-3.7	19	-8	-2	1%	0.02	2	0.98
O=C(Cn1nc(C(F)(F)F)c2c1CCC2)N1CCN(c2ccccc2)CC1	0.9	-2.6	4	22	0	1%	1.1	-31	1
Cc1cc(C)n(C(=O)c2ccc(NC(=O)C3CC3)cc2)n1	1	0.5	20	17	1	6%	1.1	2	1
O=C(O)c1ccc(OCc2occc2C(=O)O)cc1	0.9	-1.3	11	-6	-2	4%	1.1	-2	1
Cc1ccc(Cl)cc1NC(=O)CSc1nnc(C)n1-c1ccccc1	0.8	-1.1	-2	-10	-2	3%	1.1	-16	0.98
O=C(CN1CCN(C(=O)c2cccc(F)c2)CC1)Nc1ccccc1F	1.1	-0.5	-6	-15	1	2%	1.2	-11	0.99
CC(C)CCOCC(=O)Oc1ccccc1C(=O)O	0.8	-2.1	-2	-11	-25	11%	1.1	-11	0.97
O=P(C1=C(N2CCOCC2)/C(=C\c2ccccc2)CC1)(N1CCOCC1)N1CCOCC1	1.1	-0.4	9	-7	-6	8%	1.2	6	1.1
NC(=O)CSc1nnc(-c2ccc(S(=O)(=O)N3CCCC3)cc2)n1Cc1ccco1	1	-1.7	1	7	5	3%	1.2	-4	1

# More results
Structure	TNAP act DEA	5HT1a ag	5-HT1A blocker	RORA act	MMP13 inh	NADH coupling	Autofluor 339	SF-1 act	A340 absorber
CN=c1scc(C)n1/N=C/c1ccc(O)cc1O	0.9	-1.4	12	-63	2	9%	1.1	-52	1.1
COc1ccc(CNC(=O)c2c(O)c3cccc4c3n(c2=O)CCC4)cc1	0.9	-4.1	-10	-6	3	5%	1.2	18	1.1
O=C(Nn1c(=S)[nH]c2ccccc2c1=O)c1ccncc1	1	0.7	8	34	5	0%	1.1	27	1.1
COC(=O)c1ccc(Cl)c(NC(=O)CN2CCOCC2)c1	0.9	0.4	-7	-16	1	3%	1.1	-10	1
COc1cccc(C(=O)Nc2ccc(NC(C)=O)cn2)c1	0.8	1.5	-20	16	-3	1%	1.1	35	0.99
COc1ccccc1OCCn1c(CO)nc2ccccc21	0.9	-2.1	2	-10	0	5%	1.1	16	1
COc1ccc(-c2cc(=O)[nH]c(NCc3ccccc3)n2)cc1	0.9	-2.9	14	-3	-1	2%	1.1	-1	1.1
CS(=O)(=O)NCC(c1cccnc1)N1CCN(c2ccc(F)cc2)CC1 (configuration not stated)	0.9	-4.1	-4	-29	-6	1%	1.1	-5	1
NC(=O)CSc1nnc(-c2ccc(S(=O)(=O)N3CCOCC3)cc2)n1CC1CCCO1 (configuration not stated)	0.9	-0.4	9	-9	-12	9%	1.1	-4	0.96
O=C(CSc1nnc(NC(=O)C2CCC2)s1)NC1CC1	0.9	-0.6	-10	2	0	2%	1	7	0.97
Cc1ccc(-n2nnnc2SCC(=O)c2cc(C)n(-c3cc(C)on3)c2C)cc1	0.8	-1.6	9	19	2	4%	1	9	0.99
Cc1cc(C)nc(SCC(=O)Nc2cc(C)on2)n1	0.9	-0.9	-9	-5	0	3%	1.1	-16	1
COc1ccccc1-c1cc(C(F)(F)F)nc(S(=O)(=O)CCCC(=O)Nc2cc(C)on2)n1	1	-4.9	10	-70	-36	3%[fluoresces]	3.7*	-34	1
